IDE inh: inhibitors of human insulin-degrading enzyme in cells. HEK cells, FAbetaB cleavage, fluorescence polarization. AID 434962. P14735. inhibition, % at 5.59 µM. actives 0.41% (n = 320,000);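 active = percent inhibition above the average of all tested compounds plus 3 SD, set per screening campaign, cut at about 16% in these data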;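 also: IDE supplied by intact live HEK cells; FP after avidin binding of uncleaved biotin substrate so inhibition keeps polarization high; 0% = DMSO wells and 100% = 60 µM reference IDE inhibitor Ii1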
Target sequence (P14735 whole entry, looked up): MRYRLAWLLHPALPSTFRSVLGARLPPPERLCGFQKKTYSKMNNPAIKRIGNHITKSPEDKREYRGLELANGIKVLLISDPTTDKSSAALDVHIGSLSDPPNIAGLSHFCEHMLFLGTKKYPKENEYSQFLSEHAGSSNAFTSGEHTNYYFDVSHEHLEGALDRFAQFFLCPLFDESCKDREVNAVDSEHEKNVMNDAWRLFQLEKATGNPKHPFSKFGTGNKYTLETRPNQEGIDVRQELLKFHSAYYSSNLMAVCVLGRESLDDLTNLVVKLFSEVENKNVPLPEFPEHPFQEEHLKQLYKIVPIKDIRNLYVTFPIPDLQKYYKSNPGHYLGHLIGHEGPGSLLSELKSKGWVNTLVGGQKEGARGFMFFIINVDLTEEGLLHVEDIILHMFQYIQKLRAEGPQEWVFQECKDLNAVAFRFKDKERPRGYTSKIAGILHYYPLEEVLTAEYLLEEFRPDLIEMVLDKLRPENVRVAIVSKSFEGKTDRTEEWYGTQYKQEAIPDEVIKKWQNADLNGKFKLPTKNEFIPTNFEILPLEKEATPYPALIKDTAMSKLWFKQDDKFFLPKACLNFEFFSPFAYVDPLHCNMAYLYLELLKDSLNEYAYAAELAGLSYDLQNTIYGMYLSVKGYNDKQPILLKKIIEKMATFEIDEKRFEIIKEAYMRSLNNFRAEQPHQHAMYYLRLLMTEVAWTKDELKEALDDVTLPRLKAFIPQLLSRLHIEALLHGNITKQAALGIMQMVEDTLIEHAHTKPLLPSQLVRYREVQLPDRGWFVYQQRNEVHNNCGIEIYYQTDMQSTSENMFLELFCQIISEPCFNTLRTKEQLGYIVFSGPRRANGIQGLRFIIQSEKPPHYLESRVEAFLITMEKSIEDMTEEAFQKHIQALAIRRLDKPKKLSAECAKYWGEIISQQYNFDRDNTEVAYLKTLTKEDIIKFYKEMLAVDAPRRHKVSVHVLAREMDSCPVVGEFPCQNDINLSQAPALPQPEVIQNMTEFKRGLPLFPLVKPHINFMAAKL
CRFR2-BP ag: CRF-BP/CRF-R2 complex agonism; HEK293 CRF-R2/CRF-BP, calcium dye fluorescence (FLIPR); percent of saturating CRF peptide response; activation, % at 13.2 µM; actives 0.46% (n = 350,000);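 active = activation of at least 50%, plus an integration ratio under a set limit after plate pattern correction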;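 also: plate controls were neutral control wells without compound for no effect and CRF at EC100 for full effect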
CHRM5 agonist: agonists of human muscarinic M5 receptor (CHRM5). activation, % at 3 µM. CHO-K1 hM5 cells, Fluo-8 calcium fluorescence; 0% DMSO wells, 100% maximal acetylcholine response. P08912. actives 0.19% (n = 360,000);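 active = activation above the run's mean over test compounds plus 3 SD, cut at about 23% in these data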;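 also: signal is peak over basal fluorescence ratio across the kinetic read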
M4 antag: CHRM4 antagonism in calcium assay; P08173; CHO-hM4 cells, ACh EC80, Fluo-8 calcium fluorescence; inhibition, % at 3 µM; actives 0.73% (n = 360,000); AID 624125;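 active = inhibition above its plate's cutoff, the mean inhibition of sample wells plus 3 SD, cut at about 27% in these data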;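 also: 0% = acetylcholine EC80 with DMSO and 100% = DMSO without agonist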
M5 antag: blocks acetylcholine activation of human M5 receptor | P08912 | CHO-hM5 cells, Fluo-8 calcium fluorescence, ACh EC80 | inhibition, % at 3 µM | actives 0.59% (n = 360,000) | AID 624040;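 active = inhibition above a per-plate cutoff, the mean of that plate's test compounds plus 3 SD, cut at about 27% in these data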;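 also: 0% = acetylcholine EC80 with DMSO and 100% = DMSO without agonist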
CRFR2-BP antag: blocks CRF-induced signaling of the CRF-BP/CRF-R2 complex; HEK293 CRF-R2/CRF-BP, CRF-induced calcium fluorescence; inhibition, % at 11.8 µM; actives 0.59% (n = 350,000); AID 588475;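 active = inhibition of the ligand-induced calcium signal above about 50% at the single tested concentration, limit read from the data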
M4 PAM: positive allosteric modulators of human muscarinic M4 receptor. P08173. CHO-K1 hM4/Gqi5, Fluo-8 calcium fluorescence, ACh EC20; 0% = ACh EC20, 100% = maximal ACh. activation, % at 3 µM. actives 0.4% (n = 360,000);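 active = activation above its plate's cutoff, the mean activation of sample wells plus 3 SD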; also: some results filed as inactive read as strong as hits
M5 PAM: potentiates acetylcholine response at human M5 receptor. P08912. CHO-K1 hM5, Fluo-8 calcium, ACh EC20 PAM; 0% = ACh EC20, 100% = ACh EC100. activation, % at 3 µM. actives 0.3% (n = 360,000). AID 624038;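 active = activation above the run cutoff, the mean activation of all test compounds plus 3 SD, cut at about 18% in these data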
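System: CHO-K1 hM5 cells. Reagent: acetylcholine, EC20 level. Compound dosing: single dose, 3 µM nominal final test concentration. Timing: Post-acetylcholine fluorescence recording 140 s. Detection: Fluo-8 calcium fluorescence. Read-out: % activation, ACh-normalized. Benchmarks: ACh EC20 and EC100 wells. Repeats: singlicate, one well per test compound.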
CHRM4 agonist: CHRM4 agonism in calcium assay. CHO-K1 hM4/Gqi5, Fluo-8 calcium fluorescence; vehicle 0%, full acetylcholine response 100%. activation, % at 3 µM. actives 0.14% (n = 360,000);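 active = activation above the run mean over all test wells plus 3 SD, cut at about 32% in these data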;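 also: peak over basal fluorescence ratio per well then scaled between controls; 0% = DMSO wells and 100% = acetylcholine at EC100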
* = called active by the depositor; nt = not tested or not shown.

SMILES | IDE inh | CRFR2-BP ag | CHRM5 agonist | M4 antag | M5 antag | CRFR2-BP antag | M4 PAM | M5 PAM | CHRM4 agonist
O=C(NCCS(=O)(=O)N1CCN(c2ccccc2)CC1)c1ccccc1F | 2 | 0.3 | 5 | -5 | 0 | 0 | 3 | 2 | 1
CN1CCN(c2nc(-c3cccnc3)nc3scc(-c4ccccc4)c23)CC1 | -2 | 7.4 | -16 | 7 | 10 | -29 | -10 | -1 | 4
Cc1cccc(/C(N)=N/OC(=O)COc2ccccc2Cl)c1 | 3 | 2.8 | -2 | -1 | -12 | -3 | 0 | 1 | 0
CCN(CC)Cc1ccc(OC)c(Cl)c1 | 1 | 0.5 | -18 | 4 | 6 | 7 | -2 | -4 | 1
CC1=CCC(C(C)(C)NC(=O)c2ccccc2)C/C1=N\O (configuration not stated) | -2 | -1.9 | -6 | 7 | 2 | 31 | -1 | -7 | 2
COc1cccc(CCNC(=O)c2ccc(OC)c(OC3CCN(C(C)C)CC3)c2)c1 | 3 | -1.1 | -10 | 0 | 9 | 14 | -8 | -7 | 1
COc1ccc(-c2cn(Cc3ccc(C(N)=O)cc3)c(-c3ccc(Cl)nc3)n2)cc1 | -2 | -1.7 | 6 | -5 | 7 | 4 | 9 | 4 | 1
Cc1ccc(SCC(=O)OCC(=O)N(C)CC(=O)Nc2ccc(F)cc2)cc1 | 1 | -1.4 | 9 | -14 | 7 | -7 | 2 | -1 | 4
Cc1ccccc1NCC(=O)N/N=C/c1c[nH]c2ccccc12 | 7 | 0.3 | -2 | -2 | 2 | -38 | -5 | -5 | 6
COc1cccc(NC(=O)CCN2C(=O)c3ccccc3S2(=O)=O)c1 | 1 | 0.0 | 2 | -3 | 11 | 14 | -10 | -11 | 11
COc1ccc(-c2cc(-c3nnc(-c4ccncc4)o3)c3ccccc3n2)cc1 | 3 | 2.5 | -2 | 0 | 6 | -14 | -5 | 0 | 1
COc1ccc(/C=C(/NC(=O)c2ccccc2)C(=O)N2CCOCC2)cc1OC | 4 | 0.2 | -3 | -2 | 9 | 8 | 5 | -3 | 0
N#C/C(=C/c1ccc(-c2ccc(S(N)(=O)=O)cc2)o1)C(=O)Nc1ccccc1 | 3 | 8.2 | 2 | 12 | 8 | -58 | -8 | -13 | 9
CC1(C)OC2C(CO)OC(n3cnc4c(=S)nc[nH]c43)C2O1 (configuration not stated) | 2 | 2.0 | -4 | 3 | 9 | -2 | 9 | 0 | 0
O=C(CN1CCCC1)Nc1cccc(Cl)c1Cl | 7 | 0.7 | -5 | 3 | 10 | 20 | -1 | -2 | -1
O=C(NCCCn1ccnc1)c1ccc(Cl)c(S(=O)(=O)N2CCOCC2)c1 | 1 | 0.3 | -1 | 0 | -1 | 11 | -3 | -3 | 2
O=C1OC(Nc2ccccn2)c2ccccc21 (configuration not stated) | -2 | -3.1 | -7 | 5 | 6 | 7 | -6 | 0 | 0
O=C1/C(=C/c2ccccc2Cl)SC(=S)N1CCC(=O)N1CCCCC1CCO (configuration not stated) | 1 | -0.2 | -1 | 4 | 2 | -10 | -7 | -6 | 11
COC(=O)c1cc([N+](=O)[O-])ccc1N1CCN(Cc2ccccc2)CC1 | -2 | -1.4 | -9 | 11 | 4 | -9 | -5 | -10 | 1
C[C@@H]1C(c2ccccc2)=NN(c2ccccc2)[C@H]1C(=O)N1CCOC1=O | nt | -2.8 | 4 | -19 | -3 | -5 | 7 | 5 | 1
CCCN(CCC)CCCNC(=O)c1cc2c(=O)n(C)c3ccccc3c2n1C | 0 | -3.9 | 0 | 1 | 3 | 5 | -4 | -5 | 0
CCN(C(=O)CSc1nnnn1C)C1CCCCC1 | 6 | 0.9 | 1 | -2 | 9 | -4 | 4 | -4 | 0
COc1cc(NC(=O)CN2C(=O)COc3ccc(S(=O)(=O)N4CCCCC4)cc32)cc(OC)c1 | -1 | 0.5 | -4 | -2 | 5 | -18 | 2 | 0 | 0
COc1ccc(CNC(=O)C2CCCN(S(=O)(=O)c3cccc4nsnc34)C2)cc1 (configuration not stated) | -5 | 0.5 | -1 | 1 | 4 | -1 | -5 | 1 | 6
CN(CC(=O)Nc1ccc(Cl)cc1)C(=O)CNC(=O)c1cccs1 | 4 | 0.1 | 3 | -9 | 14 | -9 | 8 | 7 | 1
Cc1ccc(CNC(=O)c2nn(C)c(C)c2[N+](=O)[O-])cc1 | 5 | -0.9 | 0 | -11 | 10 | -7 | -11 | -9 | 14
CCN(Cc1ccccc1)S(=O)(=O)c1ccc(S(=O)(=O)N2CCN(C)CC2)cc1 | 1 | -2.3 | 1 | -8 | -6 | -22 | -3 | -4 | 1
NC(=O)c1sc2nc3c(cc2c1N)CCCCCC3 | -2 | -1.4 | -2 | 5 | 11 | -19 | 4 | 0 | 2
O=C(O)C1CCN(C(=O)COc2ccc3c(c2)oc(=O)c2ccccc23)CC1 | -4 | 0.9 | 1 | -7 | 2 | -11 | 7 | 0 | 1
O=C(c1cccs1)N1CCN(S(=O)(=O)c2cccs2)CC1 | 4 | -0.5 | 0 | 1 | -8 | -9 | -13 | -2 | 1
COc1ccc(OC)c(N=c2oc3c(OC)cccc3cc2C(=O)NCc2ccco2)c1 | -3 | -0.5 | -1 | -6 | 11 | 16 | 14 | -3 | 0
O=C(CNC(=O)c1cn2ccccc2n1)Nc1ccc(F)c(F)c1 | 7 | 1.1 | -1 | 3 | -1 | -5 | -5 | 3 | 0
COc1ccccc1NC(=O)N1CCCC1C(=O)NCc1ccc(F)cc1 (configuration not stated) | 0 | -0.7 | 2 | 2 | 3 | -21 | 8 | 2 | -1
Cc1ccc(CCNC(=O)c2sc3nc4n(c(=O)c3c2C)CCC4)cc1 | 2 | -1.7 | 2 | -9 | -1 | -1 | 0 | 2 | 9
CC1CCCN(CCCNC(=O)CN2C(=O)CSc3ccc(S(=O)(=O)N4CCOCC4)cc32)C1 (configuration not stated) | -1 | 1.7 | -4 | -5 | -3 | 89* | -1 | 1 | 0
CC(=O)c1ccc(S(=O)(=O)Nc2cccc(-c3ccc4nncn4n3)c2)cc1 | 8 | -1.2 | -2 | -2 | -1 | -4 | -5 | -2 | 1
COc1ccc(C(=O)NCCc2nnc3ccc(SCC(=O)N4CCCC4)nn23)cc1 | 6 | -0.1 | -2 | 0 | 16 | 0 | 2 | -5 | 2
Cn1nnnc1SCC(=O)Nc1cc(C(F)(F)F)ccc1N1CCOCC1 | 10 | 1.2 | 0 | 9 | 17 | -2 | -7 | -2 | 1
CC(Sc1nnc(NC2CC2)s1)C(=O)Nc1ccc(N2CCOCC2)cc1 (configuration not stated) | nt | 0.8 | 1 | 2 | 4 | 7 | 12 | 8 | 0
COc1ccccc1C(=O)Nc1ccnn1C1CCN(C2CCCCC2)CC1 | nt | 1.6 | -1 | 8 | 2 | -6 | -3 | -4 | 1
CC(C)(NC(=O)NC(CO)c1ccccc1)c1cccc(C(C)(C)NC(=O)NC(CO)c2ccccc2)c1 (configuration not stated) | -3 | -1.1 | -1 | -3 | 7 | 8 | 4 | -3 | 0
CCN1CC=C2C(C#N)=C(N)C(C#N)(C#N)C(CCc3ccccc3)C2C1 (configuration not stated) | 5 | 57* | 0 | 8 | 6 | -23 | -10 | -12 | 3
O=C(NCC1CCCO1)c1cc(-c2ccc(Cl)cc2Cl)on1 (configuration not stated) | -4 | -0.6 | -8 | -7 | 3 | -1 | 8 | -3 | 3
C=C/C(C)=C/CC1C(=C)CCC2C(C)(C(=O)O)CCCC12C (configuration not stated) | -5 | -2.1 | 1 | 2 | 4 | 2 | 0 | 5 | 1
COCCn1c(SCC(=O)Nc2ccc(NC(=O)c3ccco3)c(OC)c2)nc2ccccc2c1=O | 4 | -0.1 | 1 | -15 | 5 | 7 | 20* | -15 | 1
COc1ccc(Oc2cccc(Cl)c2CNC(=O)CCCC(=O)O)cc1 | -2 | -0.8 | -4 | 11 | 18 | 16 | 2 | -11 | 1
Cc1ccc(C(=O)/C=C/c2ccc(Br)cc2)o1 | -1 | 0.2 | -15 | -6 | -13 | -16 | 6 | 8 | 0
Clc1ccccc1CSc1nnc(Cn2cnc3ccccc32)n1-c1ccccc1 | 1 | 11 | -7 | -6 | -1 | -15 | -8 | -1 | 4
O=C(NCc1ccccc1)C(c1ccc(C(F)(F)F)cc1)N1CCN(CCN2CCOCC2)CC1 (configuration not stated) | nt | nt | -1 | -24 | -9 | nt | 5 | 1 | 2
Cc1cccn2c(=O)c3cc(C(=O)NCC4CCCO4)c(=N)n(Cc4cccnc4)c3nc12 (configuration not stated) | 2 | 8.8 | 7 | 1 | 5 | 17 | -1 | 6 | 1
Cc1cc(OCC(=O)N2CCN(c3ccccc3)CC2)c2c(C)c(C)c(=O)oc2c1 | 1 | 4.7 | -4 | 15 | 17 | -5 | -3 | -9 | 0
CCN(c1ccc(Cl)cc1)S(=O)(=O)c1nnc(NC(=O)C(C)C)s1 | nt | -0.2 | -5 | -15 | 5 | 5 | 4 | -1 | 0
O=C(CCc1ccccc1)NC1(Cc2ccccc2)CCN(CCCc2ccccc2)C1=O (configuration not stated) | 5 | -1.8 | 4 | 12 | 1 | -6 | -2 | -21 | 14
CCOc1ccc(OCCC(=O)N(CCC2=CCCCC2)c2c(N)n(Cc3ccccc3)c(=O)[nH]c2=O)cc1 | -3 | 1.0 | 1 | -13 | -2 | 2 | 7 | -4 | 1
CC(C(=O)Nc1ccccc1F)N1C(=O)c2ccccc2C1=O (configuration not stated) | 5 | 12 | 0 | 9 | 1 | 40 | -7 | -1 | 1
Cc1ccc(Cc2c(-c3ccco3)nc3ccc(Cl)cn23)cc1 | nt | nt | 5 | -2 | 3 | nt | -3 | 4 | 2
O=C(Nc1nc(-c2ccccc2)cs1)c1cccc([N+](=O)[O-])c1C(=O)O | 6 | -1.3 | -1 | 7 | -4 | 20 | 1 | 5 | 1
C/C=C/C(=O)N1c2ccccc2C(C)=CC1(C)C | 3 | -5.7 | -1 | -7 | 11 | 7 | -1 | -12 | 7
CCOc1ccc(-c2ncncc2-c2ccc(OC)c(OC)c2)c(O)c1 | 5 | -2.8 | 0 | 1 | 8 | 5 | -5 | -3 | 6
CSCc1ccc(C(=O)N2CCC(CCC(=O)N(C)Cc3ccccc3)CC2)o1 | -1 | -0.1 | -3 | 2 | 9 | 6 | -8 | 0 | 2

Sorted by molar mass (largest number first): some entries from above
SMILES | IDE inh | CRFR2-BP ag | CHRM5 agonist | M4 antag | M5 antag | CRFR2-BP antag | M4 PAM | M5 PAM | CHRM4 agonist
CCOc1ccc(OCCC(=O)N(CCC2=CCCCC2)c2c(N)n(Cc3ccccc3)c(=O)[nH]c2=O)cc1 | -3 | 1.0 | 1 | -13 | -2 | 2 | 7 | -4 | 1
CCN1CC=C2C(C#N)=C(N)C(C#N)(C#N)C(CCc3ccccc3)C2C1 (configuration not stated) | 5 | 57* | 0 | 8 | 6 | -23 | -10 | -12 | 3
CCOc1ccc(-c2ncncc2-c2ccc(OC)c(OC)c2)c(O)c1 | 5 | -2.8 | 0 | 1 | 8 | 5 | -5 | -3 | 6
Cc1ccc(C(=O)/C=C/c2ccc(Br)cc2)o1 | -1 | 0.2 | -15 | -6 | -13 | -16 | 6 | 8 | 0

The order is random. About 2.9% of those tested had a hit in this group.
